EPAC1 antagonist – blocks human EPAC1 exchange factor; O95398; EPAC1 GEF assay, Rap1b-BODIPY-GDP exchange fluorescence; Potency, µM (highest dose often 115 µM), without a hit: at the top dose activity change, negative = inhibition, most hits filed as inhibitors; 0.14% of 360,000 active; AID 720709;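 also: potency is read from the fitted curve at half-maximal effect; plate controls were vehicle for no effect and positive control for full effect; nearly all actives have a fitted effect of over 50% in size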
PI5P4K alpha inh – PI5P4K alpha (human) kinase inhibition; P48426; PI5P4Kalpha enzyme, ADP-Glo luminescence, 60 min; active compounds read low; max response, %; 1.2% of 330,000 active; active = max response of -50% or lower; inconclusive = between -30% and -50%; inactive = -30% or higher; also: value at the top dose of about 77 µM; % is scaled to controls: 0 for no effect and ±100 for the full control effect
Target sequence (P48426 whole entry, looked up): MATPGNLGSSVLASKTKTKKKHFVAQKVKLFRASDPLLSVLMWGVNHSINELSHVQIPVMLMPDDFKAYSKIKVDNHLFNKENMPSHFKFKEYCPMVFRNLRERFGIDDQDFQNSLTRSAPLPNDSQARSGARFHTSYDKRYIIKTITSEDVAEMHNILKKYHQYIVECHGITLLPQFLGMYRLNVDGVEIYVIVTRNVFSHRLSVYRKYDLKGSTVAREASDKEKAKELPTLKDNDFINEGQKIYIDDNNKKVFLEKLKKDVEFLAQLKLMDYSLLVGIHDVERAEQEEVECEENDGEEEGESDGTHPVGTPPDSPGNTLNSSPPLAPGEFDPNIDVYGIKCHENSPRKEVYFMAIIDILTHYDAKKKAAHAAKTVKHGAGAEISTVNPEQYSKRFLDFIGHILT
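Single end-point luminescence (ADP-Glo) quantified ADP from PI5P4Kalpha turnover; ATP 5 microM final, 1 h at RT, 0.1% CHAPS and 0.28 mM EGTA in HEPES pH 7.4.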
EPAC1 ag – agonists of human EPAC1. O95398. AID 720707. EPAC1 agonist qHTS, biochemical assay; response scale: 100% = response to 6.5 mM cAMP. Potency, µM (series often up to 154 µM), inactives show at the top dose activation, actives largely listed as activators. 0.073% of 360,000 active; also: potency is read from the fitted curve at half-maximal effect; nearly all actives have a fitted effect of over 60% in size
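Nucleotide exchange by EPAC1 (100 nM) on Rap1B–BODIPY-GDP (250 nM) in the presence of 50 uM GDP is tracked fluorescently at 480/540 nm over 30 min. Signals are normalized to a 6.5 mM cAMP control.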
CCT modulator – changes cytosolic chaperonin activity | purified chaperonin ATPase assay, HTRF ADP detection, 30 min | activity change, % (test concentration not listed), hits read low | AID 651819 | 0.3% of 360,000 active; in the data active = activity change below about -30%; also: % is scaled to controls: 0 for no effect and ±100 for the full control effect
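First, chaperonin was dispensed at 40 nM or 20 nM final depending on batch activity. Next, compounds were pinned at 76 uM and ATP added at 10 uM. After 30 min at 37 °C, ADP detection reagents ran 30 min at ambient temperature.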
IL2 activator – IL-2 activation | 0.065% of 360,000 active | IL-2 activation reporter assay, cell-based qHTS; stimulated with anti-CD3/CD4/CD28 beads; in transgenic mouse T cells | activation, % (series mostly up to about 46 µM); in the data active = activation above about 50%; inconclusive = mostly about 30% to 49%; also: 0% is about no effect
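Unstimulated transgenic mouse T cells preincubated 60 min with compound, then stimulated with anti-CD3/anti-CD4-coated beads plus anti-CD28 for 18 h at 37 degrees C. IL-2 response read as EGFP and DsRed fluorescence by plate cytometry.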
EPAC2 ag – activates human EPAC2 exchange factor; Potency, µM (doses to about 154 µM), inactives show top-dose activation, most hits filed as activators; AID 720711; EPAC2 activation, biochemical qHTS; response scale: 100% = 6.5 mM cAMP response; 0.079% of 360,000 active; also: potency is read from the fitted curve at half-maximal effect; nearly all actives have a fitted effect of over 50% in size
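Fluorescence exchange assay: 100 nM EPAC2 with 250 nM RAP1B-BODIPY-GDP and 50 uM GDP; compounds tested as a concentration-titration series (qHTS). Loss of Rap1-bound BODIPY-GDP fluorescence read at 480/540 nm; data normalized to 6.5 mM cAMP.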
WRN helicase inh – inhibitors of human WRN helicase. Q14191. WRN helicase unwinding, fluorescent forked duplex, kinetic. Potency, µM (titrated, usually from 114 µM), without a hit: at the top dose activity change, negative = inhibition, most hits filed as inhibitors. 0.46% of 360,000 active. AID 651768; also: potency is read from the fitted curve at half-maximal effect; % is scaled to controls: 0 for no effect and ±100 for the full control effect; nearly all actives have a fitted effect of over 55% in size
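WRN at 20 nM final was preincubated with compound for 15 min at room temperature; reaction started with 100 nM forked duplex oligonucleotide carrying fluorophore and quencher plus 2 mM ATP (final). Unwinding followed kinetically by red fluorescence (ex 525/em 598 nm).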
PLK1 PBD block – PLK1 (human) polo-box domain binding inhibition; AID 720504; 2.8% of 360,000 active; Plk1 PBD binding of FITC phosphopeptide, fluorescence polarization; Potency, µM, inactives show max response, negative = inhibition, most hits filed as inhibitors; P53350; also: potency is read from the fitted curve at half-maximal effect; series mostly up to about 57 µM; % is scaled to controls: 0 for no effect and ±100 for the full control effect; nearly all actives have a fitted effect of over 65% in size
Target sequence (P53350 whole entry, looked up, the tested form may be a part): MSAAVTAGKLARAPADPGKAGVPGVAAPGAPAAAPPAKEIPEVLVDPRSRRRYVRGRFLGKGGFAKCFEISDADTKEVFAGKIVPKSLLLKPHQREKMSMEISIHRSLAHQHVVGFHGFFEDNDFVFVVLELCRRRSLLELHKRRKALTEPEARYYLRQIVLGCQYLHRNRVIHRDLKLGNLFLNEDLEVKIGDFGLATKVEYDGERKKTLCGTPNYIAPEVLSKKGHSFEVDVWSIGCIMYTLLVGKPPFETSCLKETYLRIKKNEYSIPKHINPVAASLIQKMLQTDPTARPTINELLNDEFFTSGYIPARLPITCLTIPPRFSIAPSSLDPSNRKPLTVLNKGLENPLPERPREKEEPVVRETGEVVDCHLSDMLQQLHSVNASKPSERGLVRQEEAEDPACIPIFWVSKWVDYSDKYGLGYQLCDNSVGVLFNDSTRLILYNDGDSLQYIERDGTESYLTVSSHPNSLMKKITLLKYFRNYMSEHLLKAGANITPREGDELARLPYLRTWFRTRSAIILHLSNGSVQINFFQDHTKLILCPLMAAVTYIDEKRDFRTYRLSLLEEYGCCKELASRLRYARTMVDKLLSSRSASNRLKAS
* hit, by the source's call; u = inconclusive; x = no result given; [ ] = dose if it differs, or a comment. Unless noted, calls follow the shape of the dose curve; as a rule, active = well fitted curve in the direction sought with a large enough effect; inconclusive = small, poorly fitted or top-dose-only effect, or another doubt; inactive = no such curve, though single readings can be large; an effect the other way counts as inactive or inconclusive. An excerpt. The share of hits here may be higher or lower than overall.

SMILES	EPAC1 antagonist	PI5P4K alpha inh	EPAC1 ag	CCT modulator	IL2 activator	EPAC2 ag	WRN helicase inh	PLK1 PBD block
Nn1c(SCC(=O)NCCc2ccc(S(N)(=O)=O)cc2)nnc1C1CCCCC1	13%	-3	-2%	-6.1	-0.6	3%	3%	-8%
Cc1nnc2n1NC(c1ccc(Cl)cc1)C(C(=O)N(C)C1CCCCC1)S2 (configuration not stated)	8%	0	7%	0.4	-0.3	3%	-5%	-2%
Cc1ccc2cc(C(c3nnnn3C3CCCC3)N3CCN(c4ccc(F)cc4)CC3)c(=O)[nH]c2c1 (configuration not stated)	1%	-3	3%	0.8	-2.1	9%	-4%	0%
CC(C)(c1ccccc1)c1ccc(OCCn2cnc3ccccc3c2=O)cc1	-13%	42	0%	-2.2	-1.1	2%	-2%	1%
CCOC(=O)c1cc2ccccc2n1C1CCN(CCc2ccccc2)CC1	-26%	13	-6%	-0.2	-0.3	19%	-4%	-4%
CC(=O)c1ccc(N2CCN(S(=O)(=O)c3csc(C(N)=O)c3)CC2)cc1	17%	-3	6%	-1.0	-0.5	-9%	-14%	-14%
O=c1[nH]nc(-c2n[nH]c(=O)o2)o1	8%	-1	-7%	0.3	0.6	-1%	7%	-4%
COC(=O)c1ccc(/C=C(\C#N)C(=O)NC(C)c2ccccc2)cc1 (configuration not stated)	0%	3	12%	-1.8	-0.7	21%	-16%	u
CCN1CCN(C(CNS(=O)(=O)c2ccccc2)c2cccnc2)CC1 (configuration not stated)	18%	6	1%	0.2	-4.3	4%	-20%	-5%
Cc1ccc(C(=O)N/C(=C/c2ccco2)C(=O)NCCc2c[nH]c3ccccc23)cc1C	-4%	4	2%	-3.8	0.1	-85%[15.6 µM]	9%	-11%
CCCCN(C(=O)c1ccccc1Cl)C(CC(C)C)c1nc2ccccc2[nH]1 (configuration not stated)	-4%	1	5%	-0.3	-0.1	13%	-5%	-8%
CC(=O)c1cc(-c2ccccc2)n(CC(=O)Nc2cccc(C)c2)c1C	-8%	3	-13%	-1.2	-0.4	-13%	-20%	-10%
CC(C)(C)N(Cc1ccccc1)C(=O)CN1C(=O)c2ccccc2C1=O	3%	-5	4%	1.9	1.1	10%	8%	-7%
CCOC(=O)[C@]12CCCC=C1N(Cc1ccc3c(c1)OCO3)C(=O)[C@H](CC(=O)N1CCSCC1)C2	1%	-2	-3%	0.1	-0.6	-6%	1%	1%
O=S(=O)(c1cccc(-c2n[nH]c(=S)n2-c2cccc(C(F)(F)F)c2)c1)N1CCOCC1	-11%	-12	-1%	0.2	0.0	3%	-3%	-4%
O=C1CCCN1c1ccc(S(=O)(=O)NCc2ccc(F)cc2)cc1	-10%	-3	-5%	-0.8	-1.7	-1%	2%	8%
COC(=O)[C@@]1(Cc2ccc(OC)cc2)[C@H]2c3cc(C(=O)N4CCCC4)n(Cc4ccc(S(C)(=O)=O)cc4)c3C[C@H]2CN1C(=O)c1ccccc1	-12%	1	1%	2.2	-1.1	13%	-12%	-3%
O=C(C1CC(c2ccccc2O)=NO1)N1CCCCC1 (configuration not stated)	0%	x	13%	4.2	-2.4	2%	-1%	-9%
CCC(C)[C@H]1CNC(=O)C(=O)N1CCc1cccc2ccccc12 (some centres not stated)	-7%[57.5 µM]	-18	13%[76.9 µM]	x	-0.5	5%[76.9 µM]	-4%[57.1 µM]	x
Cc1coc2cc3oc(=O)c(CCC(=O)NCCCN4CCOCC4)c(C)c3cc12	8%	1	-17%	-2.9	1.2	3%	0%	-4%

4 compounds already listed, sorted by the value under PLK1 PBD block, descending.
| SMILES | PLK1 PBD block |
| --- | --- |
| O=S(=O)(c1cccc(-c2n[nH]c(=S)n2-c2cccc(C(F)(F)F)c2)c1)N1CCOCC1 | -4% |
| CC(C)(C)N(Cc1ccccc1)C(=O)CN1C(=O)c2ccccc2C1=O | -7% |
| CCCCN(C(=O)c1ccccc1Cl)C(CC(C)C)c1nc2ccccc2[nH]1 (configuration not stated) | -8% |
| CC(=O)c1cc(-c2ccccc2)n(CC(=O)Nc2cccc(C)c2)c1C | -10% |

Other compounds
SMILES	EPAC1 antagonist	PI5P4K alpha inh	EPAC1 ag	CCT modulator	IL2 activator	EPAC2 ag	WRN helicase inh	PLK1 PBD block
COc1ccc(C(=O)N/C(=C/c2cccs2)C(=O)NC(C)(C)C)cc1OC	-5%	-5	1%	1.4	-0.2	4%	3%	1%
O=C(CN1C(=O)c2cccnc2Oc2ccc(Cl)cc21)NCCCc1ccccc1	3%	0	4%	-0.3	-4.5	-3%	-3%	0%
CCOC(=O)N1CCN(c2c(NCC3CCCO3)c(=O)c2=O)CC1 (configuration not stated)	-21%	4	-10%	0.8	-1.7	-6%	5%	0%
C#CCOCCOCCOCCNc1nc(N2CCN(C(=O)CCCCCCCCCCNC(=O)Cn3cc(CCCCCN)nn3)CC2)nc(N2CCN(C(=O)CCCCCCCCCCNC(=O)Cn3cc(C[C@@H](C)O)nn3)CC2)n1	35µM*	-65*	23%	-0.7	-0.6	u	25µM*	33%[activator]
Cc1ccc(C(=O)COC(=O)c2ccc(Br)o2)cc1C	1%	0	7%	-0.8	-2.5	6%	-2%	-1%
COc1cc(OC)cc(-c2nc3ccccc3c(=O)o2)c1	-4%	-5	-5%	0.0	-0.2	0%	0%	0%
Cc1ccnc(NC(=O)CCC(=O)N(CC(=O)NCc2ccccc2)Cc2cccs2)c1	9%	3	3%	-2.8	-3.5	7%	-1%	-8%
Cc1cc(Nc2ccc(Cl)cc2)nc(N)n1	8%	-1	-3%	-0.1	-2.4	5%	2%	-1%
COc1ccc(NC(=O)COC(=O)Cc2cccs2)cc1Cl	1%	-13	-3%	0.0	-0.2	11%	8%	4%
O=[N+]([O-])c1ccc(Oc2cnc3ccccc3n2)cc1	6%	8	1%	-0.8	3.9	5%	-7%	-4%
COc1ccc(-n2c(SC)nnc2-c2c[nH]c3ccccc23)cc1	-8%	1	0%	-3.6	-1.6	6%	-3%	-21%
COCC1CCCC1OS(N)(=O)=O (configuration not stated)	-18%	-2	-1%	0.7	1.3	9%	-30%	-10%
CCC(c1nnnn1Cc1ccc2c(c1)OCO2)N1CCN(CC)CC1 (configuration not stated)	-18%	5	11%	-0.9	-1.9	14%	2%	-8%
CC1(c2ccccc2Cl)NC(=O)N(CC(=O)Nc2ccc3c(c2)OCO3)C1=O (configuration not stated)	6%	-18	6%	-4.2	-2.7	8%	12%	-7%
S=c1[nH]nc(-c2ccccc2)n1/N=C/C=C/c1ccco1	-8%	-15	-2%	-1.8	-2.5	-9%	-1%	-5%
CCOc1ccc(OCC)c(S(=O)(=O)n2cnc(C)c2)c1	-17%	-1	20%	-1.3	0.4	16%	4%	-8%
CSCc1c(C(=O)N2CCCc3ccccc32)oc2ccccc12	-2%	-1	11%	-2.6	-1.8	11%	-12%	-4%
Cc1ccc(C(=O)N/C(=C/C=C\c2ccccc2)C(=O)NCc2ccco2)cc1	7%	-1	1%	-3.2	-3.8	3%	-5%	-6%
Cc1ccc([C@@H]2[C@@H]3C(=O)N(c4ccccc4)C(=O)[C@@H]3[C@]3(C)C(=O)N(CC4CC4)CC(=O)N23)o1	-4%	3	-9%	0.6	-4.3	-1%	-5%	-22%
CCC(NC(=O)Cn1cnc2c(=O)n(C)c(=O)n(C)c21)c1ccccc1 (configuration not stated)	-3%	0	8%	-3.7	-1.8	7%	0%	-12%
CC1(C)CC(=O)C2=C(C1)Oc1ncn(Cc3ccco3)c(=N)c1C2c1ccccc1 (configuration not stated)	-20%	-5	10%	-1.3	0.9	4%	-1%	-9%
O=C(NCc1ccncc1)Nc1ccc(F)cc1	6%	5	-2%	-0.6	-4.0	2%	-11%	-2%
COc1ccc(-c2nc(CS(=O)CC(=O)NC3CCCCC3C)c(C)o2)cc1 (configuration not stated)	3%	1	1%	1.4	-1.8	1%	3%	-11%
Cn1c(SCc2nc(-c3ccc(Cl)cc3)no2)nnc1-c1ccccc1	3%	x	-1%	-1.8	-3.4	8%	-3%	-7%
COC(=O)C1C2CC(C(Br)C2Br)C1C(=O)O (configuration not stated)	-9%	-1	0%	-3.9	-0.5	3%	2%	1%
O=C(CN1CCN(c2ccccc2O)CC1)NC(=O)NCc1ccccc1	-1%	-6	5%	-0.5	1.0	2%	-7%	-6%
CCc1ccc(OC)c(S(=O)(=O)Nc2ccc(Cc3ccncc3)cc2)c1	-11%	3	9%	0.7	-0.1	-3%	-5%	6%
CCN(CC(=O)c1c(N)n(C)c(=O)n(C)c1=O)c1cccc2ccccc12	2%	-3	6%	-0.7	-0.7	-1%	-4%	-1%
CCCC(O)(CCC)C(=O)NN(C(=O)OC)c1ccccc1	-16%	0	0%	-2.1	-1.2	8%	3%	-5%
COc1ccc(C2C(C(=O)Nc3ccccc3OC)=C(C)Nc3ncnn32)cc1 (configuration not stated)	-1%	0	-5%	-4.4	-2.4	6%	-6%	-3%

Full records from above. Values in the order: EPAC1 antagonist | PI5P4K alpha inh | EPAC1 ag | CCT modulator | IL2 activator | EPAC2 ag | WRN helicase inh | PLK1 PBD block
Entry for `COc1ccc(NC(=O)COC(=O)Cc2cccs2)cc1Cl` = 1% | -13 | -3% | 0.0 | -0.2 | 11% | 8% | 4%
Entry for `O=C(CN1C(=O)c2cccnc2Oc2ccc(Cl)cc21)NCCCc1ccccc1` = 3% | 0 | 4% | -0.3 | -4.5 | -3% | -3% | 0%

(more compounds)
SMILES	EPAC1 antagonist	PI5P4K alpha inh	EPAC1 ag	CCT modulator	IL2 activator	EPAC2 ag	WRN helicase inh	PLK1 PBD block
Cc1cc(C(=O)Nc2sc(C)c(C)c2C#N)no1	2%	x	2%	0.6	1.0	-1%	-2%	-28%
COc1ccccc1N1CCN(C2CCCN(C(=O)CN3CCCC3=O)C2)CC1 (configuration not stated)	12%	-2	4%	-1.9	-2.8	9%	-29%	-1%
CCN(CC)C(=O)Cn1ccc(NC(C)=O)nc1=O	-5%	2	-12%	-2.3	-1.6	2%	3%	-3%
CCOc1cccc(CN2CCC(Oc3ccc(C(=O)N4CCCC4)cc3)CC2)c1	-26%	1	7%	2.8	-4.7	4%	-5%	-7%
CCOc1ncnc2c1sc1nc3c(cc12)COC(C)(C)C3	-4%	1	2%	-2.1	-0.8	6%	-30%	-9%
Cc1cc(C)cc(NC(=S)Nc2ccccn2)c1	-5%	1	-2%	1.9	1.3	18%	-25%	-6%
Cc1ccc(C(O)c2ncc(-c3ccc(Cl)cc3)[nH]2)c(C)c1 (configuration not stated)	-1%	14	-1%	-0.4	0.9	12%	0%	5%
Cc1ccn2c(C(=O)CSc3ccccc3Cl)c(C)nc2c1	12%	5	8%	2.0	-5.5	-1%	-19%	-11%
CCC(C)c1ccccc1NC(=O)COc1ccc(-n2cnnn2)cc1 (configuration not stated)	-4%	-3	5%	-1.5	3.4	8%	0%	-19%

Screening results (PubChem BioAssay)
